TAAR1 antagonist: human TAAR1 antagonism. CHO RD-HGA16 TAAR1, Fluo-8 calcium fluorescence, antagonist. AID 624466. Q96RJ0. inhibition, % at 3 µM. 1.5% of 360,000 active;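 active = inhibition above a per-plate cutoff, the mean inhibition of test compounds on that plate plus 3 SD, cut at about 49% in these data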;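 also: 0% = DMSO plus EC80 beta-PEA response and 100% = DMSO alone without agonist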
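System: RD-HGA16 CHO cells with stable hTAAR1 and Gα16 | Probe or stimulus: EC80 β-phenethylamine stimulus | Dosing: 3 µM, single point | Times: Dye loading 75 min at 37 °C, then 30 min room temperature | Measured by: Fluo-8 calcium-sensitive fluorescence | Read-out basis: % inhibition of agonist calcium response | Replicates: n of 1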
OXTR agonist: human OXTR agonism. AID 2435. 0.32% of 320,000 active. activation, % at 3 µM. CHO-OTR cells, Fluo-8 calcium fluorescence; normalized: DMSO 0%, oxytocin 100%;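 active = activation above the mean of all tested compounds plus 3 SD, cutoff set per screening run, cut at about 20% in these data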;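 also: peak over basal fluorescence ratio from a 100 s FLIPR kinetic read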
Target sequence (P30559 whole entry, looked up): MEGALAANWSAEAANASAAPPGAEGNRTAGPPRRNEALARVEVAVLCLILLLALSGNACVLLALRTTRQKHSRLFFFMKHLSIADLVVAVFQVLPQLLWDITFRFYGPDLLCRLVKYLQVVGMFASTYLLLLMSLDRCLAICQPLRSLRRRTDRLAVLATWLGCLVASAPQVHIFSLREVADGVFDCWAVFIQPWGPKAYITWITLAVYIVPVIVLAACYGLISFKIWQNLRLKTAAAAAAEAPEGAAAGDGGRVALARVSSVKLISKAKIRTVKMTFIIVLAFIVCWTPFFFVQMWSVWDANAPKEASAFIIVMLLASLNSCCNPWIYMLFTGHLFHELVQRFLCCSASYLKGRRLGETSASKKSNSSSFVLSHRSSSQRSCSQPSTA
M1 PAM parental: nonselective activator or artifact in parental CHO-K1 calcium assay. ATP EC20, Fluo-8 calcium fluorescence; 0% at ATP EC20, 100% at ATP max. activation, % at 3 µM. 0.02% of 360,000 active. AID 602247;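 active = activation above the run cutoff, the mean activation of all test compounds plus 3 SD, cut at about 40% in these data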;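 also: peak over basal fluorescence ratio in a 140 s read after ATP addition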
CHO parental Ca: counter-screen for OX1R antagonists: effect in parental CHO cells. inhibition, % at 5.6 µM. parental CHO-K1, ATP-induced calcium, Fluo-8 fluorescence. 0.63% of 330,000 active;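 active = inhibition above that plate's mean sample inhibition plus 3 SD, cut at about 26% in these data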;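 also: 0% = ATP-challenged DMSO wells and 100% = DMSO wells without ATP; some compounds past the cut are filed as inactive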
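Assay system – parental CHO cells · Reagent – ATP stimulus · Detection – intracellular calcium via Fluo-8 no-wash fluorescent dye · Evaluation – percent inhibition of ATP-evoked calcium rise, normalized to controls · Controls – ATP wells versus no-ATP DMSO wells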
V1R ag counter: counter-screen for oxytocin receptor agonists: human V1a receptor agonists | 0.25% of 320,000 active | AID 2797 | P37288 | activation, % at 3 µM | CHO-V1R cells, Fluo-8 calcium fluorescence, agonist mode; 0% DMSO, 100% 3 nM vasopressin;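 active = activation above the mean activation of all tested compounds plus 3 SD, per screening run, cut at about 20% in these data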;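 also: signal is peak over basal fluorescence ratio across a 100 second FLIPR read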
OXTR potentiator: human OXTR potentiation; P30559; CHO-OTR cells, Fluo-8 calcium fluorescence, potentiator mode; 0% = oxytocin EC15, 100% = EC100; activation, % at 3 µM; 0.061% of 320,000 active; AID 2445;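 active = activation above that plate's cutoff, the mean activation of tested compounds plus 3 SD, cut at about 6.6% in these data, passing the limit was not always enough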;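 also: 100% uses oxytocin at 75 nM as the full agonist control; some results filed as inactive read as strong as hits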
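Assay system: CHO cell line stably expressing human OTR | Also added: Oxytocin at about EC15, sub-maximal agonist stimulus | Times: Compound 6 min at room temperature before oxytocin, 100 s read | Measured by: Fluo-8 intracellular calcium fluorescence, ex 470-495, em 515-575 nm | Controls: EC15 oxytocin alone as 0%, 75 nM oxytocin as 100%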
GPR7 antagonist: human neuropeptides B/W receptor 1 antagonism; inhibition, % at 4.4 µM; 1.1% of 290,000 active; GPR7-expressing cells, fluorescence antagonist assay; P48145; in the data active = inhibition above about 16%, passing the limit was not always enough;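 also: cells stimulated with the agonist NPW; 0% = agonist with vehicle and 100% = vehicle without agonist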
Target sequence (P48145 whole entry, looked up): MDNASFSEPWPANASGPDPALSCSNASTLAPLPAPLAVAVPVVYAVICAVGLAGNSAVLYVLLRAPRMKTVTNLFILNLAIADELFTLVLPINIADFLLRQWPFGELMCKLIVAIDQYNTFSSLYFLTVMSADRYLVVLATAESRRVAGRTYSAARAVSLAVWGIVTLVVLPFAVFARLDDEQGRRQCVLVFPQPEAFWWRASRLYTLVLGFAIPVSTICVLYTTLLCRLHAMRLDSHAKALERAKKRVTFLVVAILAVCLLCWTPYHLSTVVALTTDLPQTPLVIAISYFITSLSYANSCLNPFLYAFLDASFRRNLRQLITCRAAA
CHO-K1 Ca antag: M1 antagonist counterscreen hit in parental CHO-K1 cells. 0.6% of 360,000 active. inhibition, % at 3 µM. ATP-induced calcium, Fluo-8 fluorescence;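 active = inhibition above a per-plate cutoff, the plate's mean sample inhibition plus 3 SD, cut at about 24% in these data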;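 also: 0% = DMSO plus EC80 ATP and 100% = DMSO alone without ATP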
CHO-K1 Ca ag: counter-screen for M1 agonists: effect in parental CHO-K1 cells; activation, % at 3 µM; 0.48% of 360,000 active; AID 602248; Fluo-8 calcium fluorescence; scaled to maximal ATP response, vehicle zero; in the data active = activation above about 15%;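 also: untransfected CHO-K1 host cells lacking M1 receptor as counterscreen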
Numbers without * were called inactive; x = not tested or not shown.

SMILES	TAAR1 antagonist	OXTR agonist	M1 PAM parental	CHO parental Ca	V1R ag counter	OXTR potentiator	GPR7 antagonist	CHO-K1 Ca antag	CHO-K1 Ca ag
COc1ccc(N(CC(=O)NC2CCCC2)C(=O)Cn2nnc(-c3ccc(OC)c(OC)c3)n2)cc1	-4.5	-1.3	-7.1	-4.3	-0.2	-12.4	-5.7	-2.0	0.0
Cc1nc(NC(=O)CSc2nnc3ccccn23)c(Cl)cc1Cl	-6.9	-0.5	14.7	-1.2	-0.5	-9.4	-6.5	-11.1	0.3
COc1ccc(OC)c(C2CC(=O)N3CN(c4ccccc4)CSC3=C2C#N)c1 (stereo not drawn)	-20.6	-0.5	19.2	-3.3	-0.2	-2.8	-0.5	-14.0	1.4
Cc1cccc([C@@H]2[C@@H]3C(=O)N(Cc4ccccc4)C(=O)[C@@H]3[C@]3(Cc4ccc(Cl)cc4)C(=O)N(c4cccc(Br)c4)C(=O)N23)c1	11.2	0.6	-20.6	-3.3	-0.6	-7.0	-8.5	18.9	-0.8
COc1cccc2cc(C(=O)N3CCCCC3C)c(=O)oc12 (stereo not drawn)	-3.5	0.0	22.1	-18.5	-0.5	-5.8	-3.9	-13.1	0.6
COc1ccc(OC(C)C(=O)N2CCOCC2)cc1 (stereo not drawn)	-4.0	0.3	2.3	-5.5	-0.1	-0.8	-14.7	-16.4	0.5
c1ccc2c3c(c(CN4CCCC4)cc2c1)COC3	-17.0	0.8	-18.1	-4.2	-0.1	-0.1	-15.4	14.1	-0.2
CCN(CC)CCNC(=O)CCCCCn1c(=O)[nH]c2cc(C(=O)OC)ccc2c1=O	3.0	1.2	1.0	-6.8	9.8	-0.2	-1.2	-6.6	0.5
COC(=O)c1sc(NC(=S)NC(=O)c2ccccc2)nc1C	-16.6	-1.2	25.4	-0.6	-0.1	-1.0	7.7	-11.0	0.1
CN(C(=O)c1ccco1)c1ccccc1C(=O)O	-9.1	-0.6	-2.2	-6.7	1.1	-12.2	-11.5	1.8	0.0
Cc1cnc(C(=O)OCC(=O)c2ccc(-c3ccccc3)cc2)cn1	5.3	1.5	-25.8	-1.6	4.4	-3.9	-1.9	2.7	-0.1
CCOc1ccc(NC2OCC(O)C(O)C2O)c([N+](=O)[O-])c1 (stereo not drawn)	-1.3	0.3	19.1	-6.9	-0.7	-4.2	3.9	-18.6	1.0
Cc1cc(NC(=O)COC(=O)[C@H](Cc2c[nH]c3ccccc23)NC(=O)c2ccc(F)cc2)no1	7.6	0.8	12.4	0.3	0.5	-3.9	0.8	-8.0	0.2
Cn1c(N)c(C(=O)CSc2nnc(-c3cccs3)n2C2CC2)c(=O)[nH]c1=O	3.5	x	15.9	x	x	x	x	-1.8	0.6
CC(=O)OCC1=C(C(=O)O)N2C(=O)[C@@H](NC(=O)Cc3cccs3)[C@H]2SC1	-18.6	1.6	-8.1	-0.7	0.5	2.5	-16.3	11.3	0.6
CC(C)[C@H](NC(=O)NCc1ccco1)C(=O)O	-11.6	-0.2	17.8	-9.5	0.6	-6.1	-4.6	-12.0	0.4
Oc1ccc2ccc3[nH]cnc3c2c1	-2.1	0.7	-4.6	-2.8	2.2	-3.7	-0.5	-12.0	0.3
COc1ccc(C(C[N+](=O)[O-])c2c(C)cc3ccccn23)cc1 (stereo not drawn)	-2.8	-0.2	-13.6	-12.7	-0.4	-2.4	-8.2	19.6	0.6
CC1CN(CCCCN2C(=O)c3ccccc3C2=O)CC(C)O1 (stereo not drawn)	5.0	0.2	3.1	-37.0	-0.2	-6.3	-10.7	-10.3	0.0
Cc1oc(-c2cccs2)cc1C(=O)N1CCC(C)(C(=O)NS(=O)(=O)C2CC2)C1 (stereo not drawn)	-4.0	x	0.3	x	x	x	x	4.9	0.5
O=C(c1cccnc1)N1N=C2CCCCCC2C1(O)C(F)(F)F (stereo not drawn)	3.2	0.1	-10.0	-19.8	0.9	-2.3	-12.6	17.8	0.3
COC(=O)c1ccc(/C=N/NC(=O)CC(=O)NCc2cccnc2)cc1	8.1	0.9	18.8	-4.7	-0.1	3.3	-1.5	-18.4	0.8
CCN(CC)S(=O)(=O)c1ccc(N2CCOCC2)c(NC(=S)NC(=O)c2ccco2)c1	-16.9	-2.0	19.9	-23.8	-1.3	-14.7	-7.3	-4.8	5.1
CC(C)C(=O)Nc1cccc(C(=O)Nc2ccc3c(c2)OCO3)c1	6.1	-0.1	12.2	-0.9	0.2	-11.6	-10.1	-10.6	1.4
O=C1/C(=C/c2cccs2)SC(=S)N1NS(=O)(=O)c1ccccc1	-14.3	-1.6	24.6	-5.5	4.7	-6.9	-5.4	-18.8	1.3
O=C1CC(c2ccccc2)SC(N(c2ccccc2)c2ccccc2)=N1 (stereo not drawn)	-26.9	-2.4	17.6	-14.0	-1.2	-4.4	0.4	-0.7	1.3
O=C(C[C@H]1C[C@@H]2c3cc(NC(=O)c4ccc5c(c4)OCO5)ccc3O[C@@H]2[C@H](CO)O1)NCc1cc(F)ccc1F	1.8	x	-14.4	x	x	x	x	14.7	0.0
Cc1ccc(S(=O)(=O)N2CCN(C(=O)Cn3nc(C)c([N+](=O)[O-])c3C)CC2)c(C)c1	-13.0	-0.8	13.5	-19.2	2.3	-2.9	-2.8	-12.9	0.9
O=C(COC(=O)c1ccc(-c2ccccc2)cc1)Nc1ccccc1-c1ccccc1	42.9	-1.3	6.7	0.7	-0.3	-2.7	-12.4	0.1	-0.1
COc1ccc([N+](=O)[O-])cc1NC(=O)C(C)Sc1ccc(C)cc1 (stereo not drawn)	-9.1	-1.0	-2.1	7.3	-0.3	-8.7	-11.9	-8.7	0.3
NS(=O)(=O)c1ccc(F)c(C(=O)O)c1	-20.3	1.4	27.7	-6.1	0.7	2.1	-11.5	-4.7	1.2
Cc1ccc(S(=O)(=O)N2CCC(C(=O)N3CCC(C(=O)NCC4CCCO4)CC3)CC2)cc1 (stereo not drawn)	12.6	1.2	10.9	-6.6	-0.6	-2.1	1.1	-16.9	0.3
COc1ccc(NC(=S)Nc2ccc3nc(C)c(C)nc3c2)cc1	19.2	-0.5	13.3	-11.1	-0.1	-5.6	0.1	0.0	0.2
O=C(COc1ccccc1)NC1CCSC1=O (stereo not drawn)	-3.7	-0.2	24.6	-7.9	0.3	-3.2	-12.8	-14.4	0.2
C[N+]1(C)CC2([N+](=O)[O-])CC=C(Oc3ccccc3)C([N+](=O)[O-])(C2)C1 (stereo not drawn)	5.7	0.4	9.3	-4.5	0.6	9.7	1.7	-6.9	0.3
COc1cc2c(cc1OC)CN(Cc1cc(=O)n3c(-c4ccccc4)csc3n1)CC2	7.5	-1.8	9.6	-21.6	-0.2	3.8	-7.8	-0.4	0.3
CN(C)CCOCCOc1ccc(Cl)c2ccccc12	2.5	7.7	13.4	-1.0	5.9	-6.6	14.1	-13.9	3.9
O=C(OCCCc1cc2ccccc2c(=O)o1)c1ccco1	0.5	0.3	12.0	-1.1	0.6	-7.3	x	-8.9	0.2
CC(=O)N1CCOc2ccc(S(=O)(=O)NCCc3ccc(Cl)cc3)cc21	-22.8	5.8	16.6	-12.8	10.5	-5.5	5.8	-16.3	5.4
O=C(O)COc1ccc(S(=O)(=O)NCCc2ccccc2)cc1	-0.6	1.2	3.5	-3.4	0.4	-1.6	1.3	-15.1	1.5
COc1ccc2c3c([nH]c2c1)C(C)N(CCC(=O)NN)CC3 (stereo not drawn)	-5.3	x	4.0	x	x	x	-6.1	-10.2	0.6
Cc1c(NC(=O)C(=O)/C=C(\O)c2ccc(Br)cc2)c(=O)n(-c2ccccc2)n1C	-18.5	0.6	18.0	-10.0	-0.5	3.8	3.1	-6.6	0.0
c1ccc2sc(N3CCOCC3)nc2c1	10.9	-0.2	17.0	-13.8	0.5	-3.2	-10.4	-9.6	0.4
CC(=O)c1ccc(NC(=O)C(C)OC(=O)C(C)Oc2cccc(C)c2)cc1 (stereo not drawn)	-5.1	-1.0	14.5	-26.4	-0.3	-2.8	0.0	-2.1	2.1
CCC(CC)C(=O)NCCc1ccc(OC)c(OC)c1	-5.0	1.9	-4.7	0.9	1.9	-5.3	-2.8	-19.2	0.3
Cc1cc(C)c2oc(=O)cc(CN3CCN(Cc4ccccc4)CC3)c2c1	26.4	-1.4	-2.9	-15.2	-0.1	-8.2	-11.0	-7.6	1.9
O=C(Nc1nc2ccc([N+](=O)[O-])cc2s1)C1CCCO1 (stereo not drawn)	14.9	0.8	-5.5	0.3	2.9	-0.9	0.6	8.6	0.3
Cc1ccc(S(=O)(=O)N2CCCCC2CCNC(=O)C(=O)NC2CC2)cc1 (stereo not drawn)	-8.0	-0.6	-3.5	-4.7	0.8	-5.8	x	1.2	-0.4

Part of the list above in order of length of the SMILES, rising.
SMILES	TAAR1 antagonist	OXTR agonist	M1 PAM parental	CHO parental Ca	V1R ag counter	OXTR potentiator	GPR7 antagonist	CHO-K1 Ca antag	CHO-K1 Ca ag
CCC(CC)C(=O)NCCc1ccc(OC)c(OC)c1	-5.0	1.9	-4.7	0.9	1.9	-5.3	-2.8	-19.2	0.3
O=C(O)COc1ccc(S(=O)(=O)NCCc2ccccc2)cc1	-0.6	1.2	3.5	-3.4	0.4	-1.6	1.3	-15.1	1.5
O=C(Nc1nc2ccc([N+](=O)[O-])cc2s1)C1CCCO1 (stereo not drawn)	14.9	0.8	-5.5	0.3	2.9	-0.9	0.6	8.6	0.3
Cc1cc(C)c2oc(=O)cc(CN3CCN(Cc4ccccc4)CC3)c2c1	26.4	-1.4	-2.9	-15.2	-0.1	-8.2	-11.0	-7.6	1.9
CC(=O)N1CCOc2ccc(S(=O)(=O)NCCc3ccc(Cl)cc3)cc21	-22.8	5.8	16.6	-12.8	10.5	-5.5	5.8	-16.3	5.4
CC(=O)c1ccc(NC(=O)C(C)OC(=O)C(C)Oc2cccc(C)c2)cc1 (stereo not drawn)	-5.1	-1.0	14.5	-26.4	-0.3	-2.8	0.0	-2.1	2.1
Cc1c(NC(=O)C(=O)/C=C(\O)c2ccc(Br)cc2)c(=O)n(-c2ccccc2)n1C	-18.5	0.6	18.0	-10.0	-0.5	3.8	3.1	-6.6	0.0

Bioassay records (PubChem BioAssay)
